Bioassay records: PubChem BioAssay, several laboratories
MsrA inh: bovine MsrA inhibition; purified bovine MsrA, absorbance read-out; inhibition, % at 15.5 µM; 360,000 tested, 0.75% active; AID 651718; in the data active = inhibition above about 4.5%;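 also: 0% = vehicle wells with enzyme and 100% = reference inhibitor wells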
FAS TE block: inhibitors of human fatty acid synthase thioesterase domain. recombinant FAS-TE, OMFH fluorogenic substrate, fluorescence endpoint. inhibition, % at 15 µM. 360,000 tested, 0.67% active. AID 602261;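 active = compounds whose normalised, plate-corrected inhibition of enzyme fluorescence in the single-dose primary screen is 50% or more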;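 also: 0% = DMSO with enzyme and 100% = substrate without enzyme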
Neddylation inh: inhibitors of human cullin neddylation; TR-FRET cullin neddylation, biochemical; P61081+Q13564; calls only at 25 µM; 360,000 tested, 0.58% active; in the data active = inhibition above about 36%
TbMetRS inhib: Trypanosoma brucei MetRS inhibition. 360,000 tested, 0.4% active. inhibition, % at 11.9 µM. purified T. brucei MetRS, ATP depletion, Kinase-Glo luminescence. AID 624268;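 active = inhibition above a per-plate cutoff of the control wells' mean inhibition plus 3 SD, cut at about 5.5% in these data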;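 also: 0% = DMSO wells median and 100% = median of wells with control inhibitor compound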
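Assay system: T. brucei methionyl-tRNA synthetase, purified | Medium: HEPES buffer with MgCl2, KCl, DTT, spermine, BSA, pyrophosphatase | Compound: 11.9 µM single point | Incubation: 15 min enzyme-compound preincubation, 2 h reaction, 10 min detection, 25 °C | Measured by: Kinase-Glo luciferase luminescence reporting remaining unconsumed ATP | Measure: % inhibition normalized to control-well medians | Replication: Singlicate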
CSN deneddyl inh: blocks human CSN-mediated cullin deneddylation. Purified CSN, SCF-Nedd8-OG deneddylation, fluorescence polarization. inhibition, % at 12.5 µM. 360,000 tested, 0.38% active. AID 651999;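 active = pattern-corrected inhibition above about 35%, with an unprinted fluorescence ratio check between 0.5 and 1.5, limit read from the data, passing the limit was not always enough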;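 also: 0% = enzyme with substrate and 100% = substrate without enzyme; some results filed as inactive read as strong as hits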
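Assay system: HEK293T-derived human Csn5 enzyme; quantity: 0.24 nM enzyme; medium: Tris/NaCl/DTT buffer, pH 7.5; also added: substrate SCFSkp2-Nedd8OG, 10 nM; doses: 12.5 µM compound; schedule: 90 min reaction at room temperature; signal: FP; read-out: % inhibition of substrate cleavage by Csn5; benchmarks: substrate-only high control, full reaction low control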
eLon inh: inhibitors of E. coli Lon protease; purified E. coli Lon protease, fluorescence polarization; inhibition, % at 7.94 µM; 360,000 tested, 0.42% active; AID 602123; in the data active = inhibition above about 13%, passing the limit was not always enough;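 also: 0% = enzyme with probe and DMSO and 100% = no enzyme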
Rin1-Abl PPI inh: human Rin1-Abl interaction inhibition | TR-FRET Rin1/Abl binding, biochemical | inhibition, % at 7.35 µM | P00519+Q13671 | 360,000 tested, 0.4% active | AID 588664; in the data active = inhibition above about 5%, passing the limit was not always enough
Target sequence (P00519 whole entry, looked up): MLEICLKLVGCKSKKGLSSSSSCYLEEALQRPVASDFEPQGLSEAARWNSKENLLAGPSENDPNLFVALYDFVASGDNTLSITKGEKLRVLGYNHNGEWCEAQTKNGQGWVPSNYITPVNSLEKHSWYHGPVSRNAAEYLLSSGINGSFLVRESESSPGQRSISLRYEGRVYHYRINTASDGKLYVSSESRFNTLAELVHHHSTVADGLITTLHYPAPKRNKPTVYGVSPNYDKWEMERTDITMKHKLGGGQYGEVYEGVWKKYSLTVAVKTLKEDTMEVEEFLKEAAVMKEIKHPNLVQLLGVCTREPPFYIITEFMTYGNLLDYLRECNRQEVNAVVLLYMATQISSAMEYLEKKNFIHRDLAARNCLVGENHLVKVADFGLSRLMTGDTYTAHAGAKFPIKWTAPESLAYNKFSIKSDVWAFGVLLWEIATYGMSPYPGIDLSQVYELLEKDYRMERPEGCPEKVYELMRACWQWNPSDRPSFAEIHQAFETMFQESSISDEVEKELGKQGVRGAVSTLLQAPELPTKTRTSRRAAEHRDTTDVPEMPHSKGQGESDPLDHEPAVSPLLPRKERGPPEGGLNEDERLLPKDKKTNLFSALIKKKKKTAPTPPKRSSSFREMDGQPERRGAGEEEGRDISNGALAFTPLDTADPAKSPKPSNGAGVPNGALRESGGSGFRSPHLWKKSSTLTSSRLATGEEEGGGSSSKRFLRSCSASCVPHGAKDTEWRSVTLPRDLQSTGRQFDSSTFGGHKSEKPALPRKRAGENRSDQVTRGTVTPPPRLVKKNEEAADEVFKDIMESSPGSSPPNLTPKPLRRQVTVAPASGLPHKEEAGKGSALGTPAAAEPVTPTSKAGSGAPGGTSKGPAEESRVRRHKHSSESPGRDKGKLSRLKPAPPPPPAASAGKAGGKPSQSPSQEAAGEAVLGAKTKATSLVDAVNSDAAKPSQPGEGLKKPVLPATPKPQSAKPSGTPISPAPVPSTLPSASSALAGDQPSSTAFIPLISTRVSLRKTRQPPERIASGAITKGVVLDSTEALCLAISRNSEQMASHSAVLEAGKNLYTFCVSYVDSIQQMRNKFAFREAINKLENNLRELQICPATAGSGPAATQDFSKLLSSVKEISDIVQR
Target sequence (Q13671 whole entry, looked up): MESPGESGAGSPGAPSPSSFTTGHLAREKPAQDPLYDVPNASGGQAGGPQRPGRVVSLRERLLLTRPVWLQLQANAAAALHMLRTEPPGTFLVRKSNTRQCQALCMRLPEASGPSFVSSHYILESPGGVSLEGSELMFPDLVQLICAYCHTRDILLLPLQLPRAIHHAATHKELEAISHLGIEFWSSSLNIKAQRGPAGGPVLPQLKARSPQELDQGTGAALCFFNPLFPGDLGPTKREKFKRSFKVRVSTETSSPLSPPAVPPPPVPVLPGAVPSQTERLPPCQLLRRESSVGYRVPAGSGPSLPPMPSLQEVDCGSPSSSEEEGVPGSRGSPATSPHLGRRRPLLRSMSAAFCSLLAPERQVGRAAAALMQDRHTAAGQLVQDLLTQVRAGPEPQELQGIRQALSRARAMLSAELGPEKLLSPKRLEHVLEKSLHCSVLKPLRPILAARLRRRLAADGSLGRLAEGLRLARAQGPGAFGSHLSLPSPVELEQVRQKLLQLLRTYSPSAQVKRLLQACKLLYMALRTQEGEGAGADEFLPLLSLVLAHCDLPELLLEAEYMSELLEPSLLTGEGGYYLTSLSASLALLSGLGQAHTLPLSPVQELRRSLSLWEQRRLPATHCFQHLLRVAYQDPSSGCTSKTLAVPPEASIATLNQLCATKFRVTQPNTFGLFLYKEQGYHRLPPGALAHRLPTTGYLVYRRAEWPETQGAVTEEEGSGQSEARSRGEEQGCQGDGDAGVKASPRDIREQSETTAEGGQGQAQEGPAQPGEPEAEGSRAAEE
MsrA act: activators of bovine methionine sulfoxide reductase A. activation, % at 10.6 µM. 360,000 tested, 0.3% active. purified bovine MsrA, absorbance read-out; in the data active = activation above about 7.5%;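 also: 0% = vehicle and 100% = reference activator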
PABP1 MLLE inh: blocks PAM2 peptide binding to the PABP1 MLLE domain; GST-MLLE / FITC-PAM2 fluorescence polarization; P11940; inhibition, % at 20 µM; 360,000 tested, 0.36% active; in the data active = inhibition above about 35%, passing the limit was not always enough;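 also: plate controls were DMSO wells with GST-MLLE for no effect and wells lacking GST-MLLE protein for full effect; some results filed as inactive read as strong as hits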
Active calls of the source: *; i = inactive. No enrichment for hits; 4% or so of the library scored in one or more.

SMILES | MsrA inh | FAS TE block | Neddylation inh | TbMetRS inhib | CSN deneddyl inh | eLon inh | Rin1-Abl PPI inh | MsrA act | PABP1 MLLE inh
CNc1snc(C)c1C(=O)OC(C)C(=O)NCc1ccccc1 (configuration not stated) | 0.7 | -4 | i | -0.1 | -6 | 9 | -2 | 0 | 3
CC(C)NC(=S)NN=C1CCCCCCCCCCC1 | -1.0 | 42 | i | 0.5 | 4 | -5 | -2 | -2 | 13
CC(C)=CCc1cc([C@@H]2COc3c(ccc4c3C=CC(C)(C)O4)C2)c(O)cc1O | 0.0 | 43 | i | -0.6 | -1 | -1 | 0 | -4 | -5
CCc1cc(SC#N)ccc1N | 0.7 | -5 | i | 0.9 | 4 | 2 | 4 | 0 | 22
CCOC(=O)/C=C1\SCC(=O)N1CC(=O)N1CCOCC1 | 0.3 | -6 | i | -1.0 | -5 | -4 | 2 | -6 | 1
Cc1cc(/C=N/NC(=O)c2c(Br)cnn2C)c(C)n1-c1cccc(Br)c1 | 1.1 | 8 | i | -1.0 | 5 | -14 | -1 | -7 | -14
NNC(=O)Cc1csc(-c2ccccc2)n1 | -0.8 | -2 | i | -0.2 | -2 | 7 | -2 | -3 | -4
COC(=O)c1cc(CSc2nc3ccccc3c(=O)n2C)oc1C | 0.8 | 20 | i | -0.5 | 3 | -14 | 1 | -3 | 4
CCN(CC)C(=O)c1oc2ccc(S(=O)(=O)N3CCCCCC3)cc2c1C | 1.5 | 6 | i | 0.0 | -1 | -11 | -3 | -4 | -2
CC1(C)N=C(N)N=C(N)N1c1cccc(CC(=O)Nc2ccccc2)c1 | 1.8 | -7 | i | -0.2 | -6 | 6 | -5 | 0 | -7
O=C(CSc1nnc(-c2ccccc2)c2ccccc12)NCCN1C(=O)CSC1=O | 0.6 | -5 | i | -0.2 | 0 | -1 | 2 | -2 | -14
CCOC(=O)c1ccc(S(=O)(=O)N2CCC(C(=O)NCC3COc4ccccc4O3)CC2)cc1 (configuration not stated) | -0.1 | 11 | i | -0.5 | 0 | 4 | 3 | -6 | -26
C/C(=N\NS(=O)(=O)c1cccc([N+](=O)[O-])c1)c1cc2ccccc2o1 | 1.6 | 6 | i | -1.2 | 2 | -4 | 3 | -8 | 14
CCCc1cc(-c2n[nH]c(C(=O)OCC)c2-c2cscn2)c(O)cc1O | 1.6 | -6 | i | 0.8 | -4 | -1 | 2 | 1 | 7
COc1cccc(OCCOc2cccc(/C=N/n3cnnc3)c2)c1 | -0.6 | 2 | i | -0.9 | -5 | -13 | -2 | -2 | -8
CC(=O)Nc1ccc(S(=O)(=O)NCCC(=O)OCC(=O)N2CCN(C(=O)c3ccco3)CC2)cc1 | -0.2 | -6 | i | -0.3 | -1 | 1 | -2 | -3 | 9
C/C(NCCc1ccc(O)cc1)=C1/CCOC1=O | -1.1 | -5 | i | 0.3 | 0 | -4 | 4 | -1 | -1
CCn1nnnc1SCC(=O)N1CCc2ccccc21 | -1.7 | -13 | i | -2.6 | -1 | -7 | -1 | -9 | 8
CCN(CCNC(=O)CC1Oc2ccccc2NC1=O)c1ccccc1 (configuration not stated) | -0.5 | 2 | i | -0.1 | -6 | 5 | -1 | -2 | -20
Cc1ccc(N2C(=O)S/C(=C/c3cn(C)c4ccccc34)C2=O)cc1 | -1.0 | 29 | i | -0.1 | 2 | 9 | -75 | 1 | 7
Cc1ccc2[nH]c3c(c2c1)CN(C(=O)CN1c2ccc(F)cc2CCC1C)CC3 (configuration not stated) | -0.3 | 13 | i | 0.5 | 16 | 8 | -6 | -3 | -47
Cc1nonc1NC(=O)CSc1nnc(-c2ccoc2C)n1CC(C)C | -0.1 | -1 | i | -0.1 | -1 | -1 | -3 | -2 | 5
Cc1ccc(S(=O)(=O)N2CCOCC2)cc1NC(=O)COC(=O)c1ccc(OCc2c(C)noc2C)cc1 | 0.4 | 5 | i | 0.1 | 0 | -2 | -1 | -1 | -17
Cc1ccc(-c2n[nH]c(=O)c3ccccc23)cc1S(=O)(=O)NCC1CCCO1 (configuration not stated) | -0.7 | -4 | i | 3.9 | -4 | 2 | 0 | -1 | -1
Cc1c(NC(=O)c2ccc3c(c2)OCO3)cccc1-c1nc2ccccc2s1 | 0.7 | -4 | i | -0.1 | -3 | 8 | 1 | -1 | 11

Some values from above.
Cc1ccc2[nH]c3c(c2c1)CN(C(=O)CN1c2ccc(F)cc2CCC1C)CC3 (configuration not stated) – MsrA inh: -0.3
C/C(NCCc1ccc(O)cc1)=C1/CCOC1=O – CSN deneddyl inh: 0
CCOC(=O)c1ccc(S(=O)(=O)N2CCC(C(=O)NCC3COc4ccccc4O3)CC2)cc1 (configuration not stated) – Rin1-Abl PPI inh: 3

Single records (already shown).
CC(=O)Nc1ccc(S(=O)(=O)NCCC(=O)OCC(=O)N2CCN(C(=O)c3ccco3)CC2)cc1 is listed with MsrA inh = -0.2; FAS TE block = -6; Neddylation inh = i; TbMetRS inhib = -0.3; CSN deneddyl inh = -1; eLon inh = 1; Rin1-Abl PPI inh = -2; MsrA act = -3; PABP1 MLLE inh = 9
C/C(NCCc1ccc(O)cc1)=C1/CCOC1=O is listed with MsrA inh = -1.1; FAS TE block = -5; Neddylation inh = i; TbMetRS inhib = 0.3; CSN deneddyl inh = 0; eLon inh = -4; Rin1-Abl PPI inh = 4; MsrA act = -1; PABP1 MLLE inh = -1
Cc1c(NC(=O)c2ccc3c(c2)OCO3)cccc1-c1nc2ccccc2s1 is listed with MsrA inh = 0.7; FAS TE block = -4; Neddylation inh = i; TbMetRS inhib = -0.1; CSN deneddyl inh = -3; eLon inh = 8; Rin1-Abl PPI inh = 1; MsrA act = -1; PABP1 MLLE inh = 11

The results go on.
SMILES | MsrA inh | FAS TE block | Neddylation inh | TbMetRS inhib | CSN deneddyl inh | eLon inh | Rin1-Abl PPI inh | MsrA act | PABP1 MLLE inh
COCc1c(Br)c(C)nc(OCC(=O)O)c1C#N | -1.5 | -1 | i | -0.1 | -7 | 5 | -5 | -2 | 5
Cc1ccc(-n2nc3c(=O)n(CCCC(=O)NCCc4ccccc4)nc(C)c3c2C)cc1 | -0.2 | 0 | i | -0.5 | 0 | 2 | 2 | -2 | -4
O=C(NCCCCCc1nc2ccccc2[nH]1)c1ccccc1Cl | 0.9 | 9 | i | -0.5 | 0 | 11 | -1 | -9 | 7
CC(Oc1ccc(Cl)cc1Cl)C(=O)N(C)c1ccccc1 (configuration not stated) | -0.6 | 12 | i | -0.4 | -3 | -2 | 0 | -2 | -8
O=C(c1ccco1)N1CCN(CC2CC3C=CC2C3)CC1 (configuration not stated) | -1.4 | -1 | i | 0.5 | 1 | 1 | -1 | 2 | 6
CCOc1ccc(N=Cc2ccc([N+](=O)[O-])cc2)c(O)c1 | 0.1 | 0 | i | -0.1 | 1 | 43* | -14 | 6 | 5
Cc1ccc(O)c(Cn2nnc3ccccc32)c1 | 0.7 | -2 | i | -0.1 | -4 | -2 | 2 | -2 | -6
OCC1(CCOc2ccccc2)CCN(Cc2cn[nH]c2-c2ccc(F)cc2)CC1 | -0.6 | -1 | i | -0.2 | -2 | -1 | 0 | -4 | -2
Cc1nc(C)c(C(=O)OCC(=O)N2CCN(c3ccccc3)CC2)s1 | 0.4 | -5 | i | -0.5 | -2 | 0 | -1 | -2 | -7
O=C(O)COc1ccccc1/C=N/NC(=O)c1ccc(F)cc1 | 2.1 | -2 | i | -0.2 | 0 | 2 | -1 | -4 | 9
O=C(O)c1sccc1S(=O)(=O)N1CCCCC1 | 0.1 | -2 | i | -0.1 | -2 | -6 | -1 | -2 | 1
COc1ccc(NC(=O)CN(C)C(=O)c2cn(-c3ccccc3)nc2-c2cccnc2)cc1 | -1.2 | -6 | i | 0.2 | 3 | 2 | -3 | 0 | 6
COc1cccc(N2CCN(C(=O)NC3CCCCC3)CC2)c1 | 0.0 | -2 | i | -2.1 | -1 | 2 | -2 | -5 | 4
CN(C)/N=C/C=C1\CC/C(=C\c2ccc(Br)cc2)C1=O | 0.6 | -4 | i | 0.0 | 22 | -27 | 2 | -2 | -55
CC(C)n1nc(C(=O)NCCCN2CCCC2=O)c2ccccc2c1=O | -0.8 | -3 | i | -0.2 | 0 | 0 | -2 | -3 | -8
CC1CCN(CCNC(=O)CCS(=O)(=O)c2ccc(Br)cc2)CC1 | 0.1 | -4 | i | -1.1 | -1 | 9 | -3 | -2 | -5
CCc1ccc(-c2csc(NC(=O)C3CCCO3)c2C(=O)OC(C)C)cc1 (configuration not stated) | -0.8 | 7 | i | -0.4 | 0 | 1 | 1 | -11 | 1
CCNC(=O)CC1C(=O)N(c2ccc(F)cc2)C(=O)N1CCc1sccc1C (configuration not stated) | -0.7 | -6 | i | -0.5 | -2 | -10 | -2 | -3 | -13
O=C(O)C(O)(c1ccccc1)C(O)c1ccccc1 (configuration not stated) | 0.7 | -8 | i | -0.2 | 5 | -2 | -2 | -4 | 10
Cc1ccccc1CSc1nncn1N | -0.6 | -6 | i | 0.6 | 2 | 2 | 1 | -2 | -6
O=C(c1ccccc1)N1CCCCCC1 | 0.2 | -8 | i | -0.6 | 2 | 15 | -1 | -2 | -12
Cc1ccc2ccccc2c1C(O)c1ncc(-c2cccc(C(F)(F)F)c2)[nH]1 (configuration not stated) | 0.2 | 16 | i | -0.3 | 2 | 5 | 1 | -3 | -10
O=c1[nH]c2cc3c(cc2cc1CN(CCO)S(=O)(=O)c1ccccc1Cl)OCCO3 | 1.6 | -2 | i | -0.3 | -6 | -14 | 3 | -1 | 21
O=C(CN(Cc1ccco1)C(=O)c1cccc(Cl)c1)Nc1c(Cl)cc(Cl)cc1Cl | -0.8 | 28 | i | 0.0 | 0 | 8 | 1 | 0 | -2
CC(=O)NC12CC3CC(C1)CC(C(=O)N(C)CC(=O)Nc1ccc(F)c(F)c1F)(C3)C2 | 0.0 | -7 | i | -0.4 | -4 | 6 | 0 | -5 | 3
Other results follow.
SMILES | MsrA inh | FAS TE block | Neddylation inh | TbMetRS inhib | CSN deneddyl inh | eLon inh | Rin1-Abl PPI inh | MsrA act | PABP1 MLLE inh
CC(=O)NC(=S)Nc1ccc(NC(=O)COc2ccc(Cl)cc2Cl)cc1 | -1.1 | 3 | i | 0.2 | 1 | -6 | -1 | 0 | 25
COc1ccc(N2CCOCC2)c(NC(=O)c2ccc3c(c2)OCO3)c1 | 0.4 | 3 | i | -0.4 | -5 | 3 | 4 | -2 | 11
Cn1nnnc1Sc1ncnc2scc(-c3ccc(C#N)cc3)c12 | -0.2 | 9 | i | 0.0 | 2 | -3 | 5 | -2 | 11
CCCNC(=O)C(Cc1ccc(OC)cc1)NC(=O)c1ccc(Cl)cc1 (configuration not stated) | 1.0 | 11 | i | 0.1 | 0 | 6 | 0 | -2 | 12
Cc1ccc(N2CC(C(=O)N3CCC(C(=O)NCCCOC(C)C)CC3)CC2=O)cc1 (configuration not stated) | 0.5 | -6 | i | 0.0 | 0 | -7 | 4 | -4 | -1
CCOC(=O)c1ccc(S(=O)(=O)NNc2ccc(C(F)(F)F)cn2)cc1 | -0.8 | 6 | i | -0.3 | 4 | -12 | 3 | -4 | -23
Cc1cccc(OC(=O)c2sc3ncn(C)c(=O)c3c2C)c1 | 2.5 | 16 | i | 1.3 | 96 | 2 | -3 | -1 | -7
CS(=O)(=O)N(Cc1ccccc1Cl)c1ccc(C(=O)NCc2ccccn2)cc1 | 0.3 | 4 | i | -0.8 | -2 | 16 | -6 | -3 | 13
